H1N1 NS1A inhibition – H1N1 influenza NS1A inhibitors, functional cell based assay (AID 504329); 0.3% of 340,000 active; inhibition, % at 12.5 µM; hits with a dose series show IC50 in µM; NS1A functional cell-based assay, percent inhibition; higher % means a stronger effect; in the data active means a potency from the dose series; inconclusive means inhibition above about 27% without an active follow-up result; further: strong numbers were not always called active
M. tuberculosis HTS – M. tuberculosis growth inhibition, HTS (AID 449762). M. tuberculosis H37Rv growth inhibition, 7H9 media; higher % means a stronger effect. inhibition, % at 25 µM, or IC50 in µM where a hit was titrated. 0.59% of 330,000 active; in the data active means a potency from the dose series; inconclusive means inhibition above about 70% without an active follow-up result;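 further: bacterial growth assessed after seven days of incubation; strong numbers were not always called active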
M. tuberculosis – growth inhibition of non-replicating M. tuberculosis (AID 488890). one-dose inhibition, % at 25 µM; IC50 in µM for titrated hits. Mycobacterium tuberculosis non-replicating, growth inhibition; higher % means a stronger effect. 0.39% of 320,000 active; in the data active means a potency from the dose series; inconclusive means inhibition mostly from about 82% at the one dose, without a potency; inactive means the rest, 99 in 100 with inhibition below about 76%;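 further: plate controls were DMSO cells for no effect and high antibiotic wells for full effect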
Salmonella PhoP GFP – PhoP regulon inhibitors, Salmonella typhi PhoP promoter GFP reporter, confirmatory (AID 1850); Salmonella Typhi PhoP-promoter GFP reporter, fluorescence, 4 h; higher % means a stronger effect; inhibition, % at 50 µM; hits with a dose series show IC50 in µM; 0.33% of 310,000 active; in the data active means a potency from the dose series; inconclusive means inhibition mostly from about 25% at the one dose, without a potency; inactive means the rest, 99 in 100 with inhibition below about 19%;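 further: 0% = induced wells with vehicle and 100% = uninduced wells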
VEEV TC-83 Vero – inhibitors of VEEV TC-83 cytopathic effect, confirmation, Vero cells (AID 588727) | Vero cells, VEEV TC-83 cytopathic effect inhibition; higher % means a stronger effect | inhibition, % at 20 µM; hits with a dose series show IC50 in µM | 0.13% of 350,000 active; in the data active means a potency from the dose series; inconclusive means inhibition mostly from about 14% at the one dose, without a potency; inactive means the rest, 99 in 100 with inhibition below about 12%; further: strong numbers were not always called active
VEEV TC-83 Vero 10K pilot screen – further read-out of VEEV TC-83 Vero, marked with its call; inhibition, %; measured here: 10K pilot screen inhibition
Numbers without * were called inactive.

Screening CC(C)(Cl)[N+](=O)[O-] returned H1N1 NS1A inhibition -19.3%, M. tuberculosis HTS -10.5%, M. tuberculosis -12.3% and VEEV TC-83 Vero 0.2%.
For CCN1CCn2c1nc(N1CCOCC1)nc2=O the results were H1N1 NS1A inhibition -2.8%, M. tuberculosis HTS 1.7%, M. tuberculosis -0.2%, Salmonella PhoP GFP -7.1% and VEEV TC-83 Vero inactive.
For Cc1ccc(-c2nc(=O)[nH]c3ccccc23)cc1 the results were H1N1 NS1A inhibition 3.2%, M. tuberculosis HTS 3.3%, M. tuberculosis -12.7%, Salmonella PhoP GFP 0.1% and VEEV TC-83 Vero 0.1%.
Screening Cc1ccccc1OCC(=O)N1CCCCCCC1 returned H1N1 NS1A inhibition -6.7%, M. tuberculosis HTS 5.1%, M. tuberculosis 18.5%, Salmonella PhoP GFP -1.8% and VEEV TC-83 Vero 0.8%.
`CCOC(=O)/C=C/C(=O)Nc1cccc([N+](=O)[O-])c1` gave H1N1 NS1A inhibition 3.2%, M. tuberculosis HTS 1.8%, M. tuberculosis 20.1%, Salmonella PhoP GFP -8.0% and VEEV TC-83 Vero 0.3%.
Screening O=C(Cc1ccccc1)NCC(=O)N1CCN(Cc2cccc(Cl)c2)CC1 returned H1N1 NS1A inhibition -8.7%, M. tuberculosis HTS -2.4%, M. tuberculosis -7.7% and VEEV TC-83 Vero 0.4%.
Screening CCCCCCOc1ccc(CN2CCN(C)CC2)cc1 returned H1N1 NS1A inhibition 3.0%, M. tuberculosis HTS -1.6%, M. tuberculosis 32.3%, Salmonella PhoP GFP 9.8% and VEEV TC-83 Vero inactive.
O=C(N/N=C/c1ccc(-c2ccc(S(=O)(=O)Nc3ncccn3)cc2)o1)c1cc2ccccc2cc1O was read as H1N1 NS1A inhibition -0.4%, M. tuberculosis HTS -7.0%, M. tuberculosis -3.4%, Salmonella PhoP GFP 16.2% and VEEV TC-83 Vero 7.9%.
`CCOc1ccc(-n2c(-c3cccs3)nc3ccccc3c2=O)cc1` gave H1N1 NS1A inhibition 18.6%, M. tuberculosis HTS -2.2%, M. tuberculosis -0.5%, Salmonella PhoP GFP 9.4% and VEEV TC-83 Vero inactive.
Screening CC(C)(C)c1ccc(/C=N/NC(=O)C[n+]2ccccc2)cc1 returned H1N1 NS1A inhibition -1.5%, M. tuberculosis HTS -5.5%, M. tuberculosis 2.3%, Salmonella PhoP GFP 2.0% and VEEV TC-83 Vero inactive.

The final 2 compounds of the section before lead into the next.
`CCOc1ccc(-n2c(-c3cccs3)nc3ccccc3c2=O)cc1` gave H1N1 NS1A inhibition 18.6%, M. tuberculosis HTS -2.2%, M. tuberculosis -0.5%, Salmonella PhoP GFP 9.4% and VEEV TC-83 Vero inactive.
Screening CC(C)(C)c1ccc(/C=N/NC(=O)C[n+]2ccccc2)cc1 returned H1N1 NS1A inhibition -1.5%, M. tuberculosis HTS -5.5%, M. tuberculosis 2.3%, Salmonella PhoP GFP 2.0% and VEEV TC-83 Vero inactive.
CC1(C)CC(=O)C(CC2=C(O)CC(C)(C)CC2=O)C(=O)C1 was read as H1N1 NS1A inhibition 4.2%, M. tuberculosis HTS -0.8%, M. tuberculosis inconclusive, Salmonella PhoP GFP 7.0% and VEEV TC-83 Vero 4.5%.
For CN(C(=O)Nc1ccc(Cl)c(Cl)c1)c1ccccc1C(=O)O the results were H1N1 NS1A inhibition 22.8%, M. tuberculosis HTS 2.0%, M. tuberculosis 18.1%, Salmonella PhoP GFP -5.8% and VEEV TC-83 Vero 1.3%.
COc1ccc2[nH]c(C(=O)Nc3ncc(C)cc3Br)cc2c1 was read as H1N1 NS1A inhibition 0.8%, M. tuberculosis HTS -9.4%, M. tuberculosis 1.0%, Salmonella PhoP GFP 2.5% and VEEV TC-83 Vero 5.6%.
COc1ccc(C)cc1S(=O)(=O)N(CC(=O)NCc1ccco1)c1ccc(C)cc1 was read as H1N1 NS1A inhibition 2.8%, M. tuberculosis HTS -4.7%, M. tuberculosis 12.2%, Salmonella PhoP GFP -6.8% and VEEV TC-83 Vero 1.0%.
`CC1=NN(c2ccccc2)C(=O)/C1=C/c1cc2cc(C)ccc2nc1N1CCCCC1` gave M. tuberculosis HTS 2.4%, M. tuberculosis 49.6% and Salmonella PhoP GFP -3.9%.
For O=C(CN(Cc1ccco1)C(=O)Cn1nnc(-c2cccs2)n1)NCC1CCCO1 (stereo not drawn) the results were H1N1 NS1A inhibition -6.9%, M. tuberculosis HTS 7.7%, M. tuberculosis -1.5%, Salmonella PhoP GFP 0.7% and VEEV TC-83 Vero 0.6%.
O=C(NCC1CCCO1)c1ccc2ccccc2n1 (stereo not drawn) was read as H1N1 NS1A inhibition -5.3%, M. tuberculosis HTS -9.4%, M. tuberculosis 0.9%, Salmonella PhoP GFP -1.4% and VEEV TC-83 Vero 1.5%.
For COc1ccc(S(=O)(=O)NCc2ccncc2)cc1NC(=O)c1ccc(Cl)cc1 the results were H1N1 NS1A inhibition -10.6%, M. tuberculosis HTS 18.4%, M. tuberculosis 5.2%, Salmonella PhoP GFP 13.9% and VEEV TC-83 Vero 7.8%.
Screening CCOc1ccc(NC(=O)C2CCCN(c3nc(C)cc(C)n3)C2)cc1 (stereo not drawn) returned H1N1 NS1A inhibition 4.7%, M. tuberculosis HTS 9.8%, M. tuberculosis 0.2%, Salmonella PhoP GFP 5.4% and VEEV TC-83 Vero 2.8%.
`COCC(C)n1c(C)cc(C(=O)COC(=O)c2cccn2C)c1C` (stereo not drawn) gave H1N1 NS1A inhibition 17.6%, M. tuberculosis HTS -2.2%, M. tuberculosis -1.0% and VEEV TC-83 Vero 3.1%.
Screening CCc1ccccc1Nc1ccc(C(=O)O)cc1N returned H1N1 NS1A inhibition 6.4%, M. tuberculosis HTS -6.0%, M. tuberculosis 0.0%, Salmonella PhoP GFP -7.8% and VEEV TC-83 Vero 0.2%.
`Cn1c(=O)c2c(nc(NCc3ccccc3)n2C)n(C)c1=O` gave H1N1 NS1A inhibition 1.8%, M. tuberculosis HTS -2.6%, M. tuberculosis 4.2%, Salmonella PhoP GFP -0.2% and VEEV TC-83 Vero 6.4%.
CN(C)C(=O)COC(=O)[C@H](Cc1ccccc1)NC(=O)c1ccco1 was read as H1N1 NS1A inhibition 0.5%, M. tuberculosis HTS 2.1%, M. tuberculosis -7.9%, Salmonella PhoP GFP -6.0% and VEEV TC-83 Vero 4.0%.
For C/C(=N\N=C(N)N)c1cc(Cl)ccc1Cl the results were H1N1 NS1A inhibition -25.0%, M. tuberculosis HTS 11.3%, M. tuberculosis 20.9%, Salmonella PhoP GFP -6.7% and VEEV TC-83 Vero 1.1%.
For COC(=O)c1ccc(C(NC(=O)c2cccnc2)NC(=O)c2cccnc2)cc1 the results were H1N1 NS1A inhibition -19.4%, M. tuberculosis HTS -4.0%, M. tuberculosis -13.4%, Salmonella PhoP GFP 6.2% and VEEV TC-83 Vero 1.5%.
For O=C(Cn1cc(C(=O)c2ccco2)c2ccccc21)NCc1ccco1 the results were H1N1 NS1A inhibition -10.1%, M. tuberculosis HTS 10.3%, M. tuberculosis 16.6%, Salmonella PhoP GFP 2.6% and VEEV TC-83 Vero 6.8%.
For CCOC(=O)N1CCC(n2c(SCC(=O)N3CCC(C)CC3)nc3ccccc3c2=O)CC1 the results were H1N1 NS1A inhibition -15.2%, M. tuberculosis HTS -1.6%, M. tuberculosis 24.9%, Salmonella PhoP GFP -2.5% and VEEV TC-83 Vero inactive.
`CCc1nnc(NC(=O)CSc2nnc(C(C)NC(=O)c3ccccc3F)n2C)s1` (stereo not drawn) gave H1N1 NS1A inhibition 8.2%, M. tuberculosis HTS 1.4%, M. tuberculosis -8.8%, Salmonella PhoP GFP 10.4% and VEEV TC-83 Vero 2.0%.
For Cc1ccc(C(=O)C(O)C(c2ccc(C)cc2)N2CCCCC2)cc1 (stereo not drawn) the results were H1N1 NS1A inhibition 13.9%, M. tuberculosis HTS 4.0%, M. tuberculosis 11.7%, Salmonella PhoP GFP -1.8% and VEEV TC-83 Vero 1.5%.
Screening CCC(=O)Nc1c(OC(=O)CC)ccc2c(C)cc(=O)oc12 returned H1N1 NS1A inhibition -1.4%, M. tuberculosis HTS -7.6%, M. tuberculosis 13.3%, Salmonella PhoP GFP -3.7% and VEEV TC-83 Vero 0.7%.
`CC1CCN(C(=O)C2CCN(S(=O)(=O)c3cccc4nonc34)CC2)CC1` gave H1N1 NS1A inhibition 0.8%, M. tuberculosis HTS 5.0%, M. tuberculosis 1.6%, Salmonella PhoP GFP -6.1% and VEEV TC-83 Vero 0.6%.
Screening C=CC[C@H](CC(=O)N(CCO)Cc1ccccc1)C(=O)NCCOC(=O)[C@@H](CC=C)Cc1ccc(F)cc1 returned H1N1 NS1A inhibition 2.8%, M. tuberculosis HTS 2.9%, M. tuberculosis 31.9% and VEEV TC-83 Vero inactive.
`C/C(=N\NC(=O)Cc1c(C)[nH][nH]c1=O)c1ccc2ccccc2c1` gave M. tuberculosis HTS 2.1%, M. tuberculosis -8.7% and Salmonella PhoP GFP 1.2%.
`CCOc1ccc(NC(=O)C2CC(=O)N3CCCN=C3S2)cc1` (stereo not drawn) gave H1N1 NS1A inhibition -12.5%, M. tuberculosis HTS -5.5%, M. tuberculosis 65.7%, Salmonella PhoP GFP -7.7% and VEEV TC-83 Vero 0.8%.
COc1ccc(CN2CCN(Cc3ccc(CO)o3)CC2CCO)cc1C (stereo not drawn) was read as H1N1 NS1A inhibition -15.1%, M. tuberculosis HTS 3.4%, M. tuberculosis 0.4%, Salmonella PhoP GFP -4.5% and VEEV TC-83 Vero inactive.
Screening CSc1nsc2nc(=O)c(/C=C3\C(C)=Nc4ccccc43)c(N)n12 returned H1N1 NS1A inhibition -3.7% and VEEV TC-83 Vero 0.0%.
For COC(=O)CSc1cc(C)nc2ccc(OC)cc12 the results were H1N1 NS1A inhibition -1.8%, M. tuberculosis HTS 12.4%, M. tuberculosis 46.4%, Salmonella PhoP GFP -7.7% and VEEV TC-83 Vero 1.4%.
CSc1ccc(/C=N/n2c(C)cc(C)cc2=O)cc1 was read as H1N1 NS1A inhibition 1.9%, M. tuberculosis HTS -3.9%, M. tuberculosis -6.8%, Salmonella PhoP GFP 5.2% and VEEV TC-83 Vero 1.5%.
Screening CCOc1ccc(-n2c(-c3ccc(Br)cc3)c[n+]3c2CCCCC3)cc1 returned H1N1 NS1A inhibition -7.2%, M. tuberculosis HTS 69.7µM*, M. tuberculosis 77.8%, Salmonella PhoP GFP 2.7% and VEEV TC-83 Vero inactive.
CC(=C/c1ccccc1)/C=N/N1CCN(Cc2ccc(C)cc2)CC1 was read as H1N1 NS1A inhibition 5.6%, M. tuberculosis HTS 65.7%, M. tuberculosis 13.9%, Salmonella PhoP GFP 14.2% and VEEV TC-83 Vero 0.2%.
`C=C(C)C(=O)N1CC2(CC(c3cccc(NC(=O)c4ccccc4)c3)=NO2)C[C@@H]1C(N)=O` (stereo partly drawn) gave H1N1 NS1A inhibition -8.7%, M. tuberculosis HTS -4.5%, M. tuberculosis -3.7%, Salmonella PhoP GFP -2.2% and VEEV TC-83 Vero 0.8%.
`C[C@H](NC(=O)c1nc[nH]c1C(=O)NCC(=O)OC(C)(C)C)C(=O)OCc1ccccc1` gave H1N1 NS1A inhibition -6.9%, M. tuberculosis HTS 4.0%, M. tuberculosis 73.5%, Salmonella PhoP GFP 0.4% and VEEV TC-83 Vero 1.0%.
Screening COC(=O)C1=C(C)N(C)C(=O)/C1=C\c1cccs1 returned H1N1 NS1A inhibition 5.0%, M. tuberculosis HTS -4.5%, M. tuberculosis 1.6%, Salmonella PhoP GFP -0.9% and VEEV TC-83 Vero 1.1%.
CN1CCN(CCP(=O)(c2ccccc2)c2ccccc2)CC1 was read as H1N1 NS1A inhibition 7.7%, M. tuberculosis HTS -11.2%, Salmonella PhoP GFP 17.2% and VEEV TC-83 Vero 1.4%.
COCCOC(=O)c1c(C)oc2ccc(OC(=O)c3cccs3)cc12 was read as H1N1 NS1A inhibition 2.5%, M. tuberculosis HTS inconclusive, M. tuberculosis inconclusive, Salmonella PhoP GFP -13.5%, VEEV TC-83 Vero inactive and VEEV TC-83 Vero 10K pilot screen 2.2.
Screening CCN(C(=O)CN1CCN(C)CC1)c1c(N)n(Cc2ccccc2)c(=O)[nH]c1=O returned H1N1 NS1A inhibition -4.7%, M. tuberculosis HTS 2.9%, M. tuberculosis 2.0% and VEEV TC-83 Vero 1.6%.

High-throughput results as filed in PubChem BioAssay.

An unsorted share of the library; about 1.6% have a hit in one of these screens.
